Screening results from PubChem BioAssay.
SR-BI DiI-HDL act: SR-BI HDL lipid transfer activation | CHO ldlA[mSR-BI] cells, DiI-HDL uptake fluorescence, 3 h; 100 = double the neutral-control signal | activation, % at 12.5 µM | 320,000 compounds, 0.096% hits;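 active means mean replicate activation of at least 60% and every replicate at or above 60%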;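 further: 0% = median plate neutral-control signal and 100% = twice that signal; values of inactives mirror those of a sister screen read the other way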
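Assay system: LDL receptor-deficient CHO ldlA cells overexpressing murine SR-BI / Medium: BSA-supplemented, HEPES-buffered Ham's F12, pH 7.4 / Probe or stimulus: DiI-labelled HDL at 10 µg/mL final / Timing: compound with DiI-HDL co-incubation, 3 h at 37 °C / Technique: bottom-read cell fluorescence after medium removal, ex 550/em 595 nm / Measure: HDL uptake via cellular fluorescence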
NSD2 HMT inh: inhibitors of human histone methyltransferase NSD2; NSD2 peptide methylation, AlphaScreen, 120 min; inhibition, % at 12.5 µM; 310,000 compounds, 0.54% hits; in the data active means inhibition above about 50%
LANA DNA inh: blocks KSHV LANA C-terminal domain binding to DNA. 340,000 compounds, 0.078% hits. AID 504423. MBP-C-LANA/FAM-LBS DNA binding, fluorescence polarization. inhibition, % at 9 µM;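 active means highest replicate inhibition at or above 60% at 9 µM, even if other replicates fall short; inactive means all replicates below 60% inhibition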;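 further: 0% = neutral control wells and 100% = 4 µM acridine orange control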
PvdQ acylase: blocks Pseudomonas aeruginosa PvdQ acylase activity | purified PvdQ acylase, fluorescence plate reader | inhibition, % at 10 µM | 340,000 compounds, 0.063% hits | AID 488965; in the data active means inhibition above about 30%, passing the limit was not always enough;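 further: 0% = vehicle neutral wells and 100% = reference inhibitor wells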
PKA-R2B act: activates the human PKA-R2B holoenzyme complex | PKA-R2B holoenzyme dissociation, Cy5-IP20 fluorescence polarization; R2B truncated from residue 108, S112A mutant; 0% DMSO only, 100% 113 µM cGMP | P22694+P31323 | activation, % at 11.4 µM | 340,000 compounds, 0.079% hits;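 active means activation above a cutoff set at the mean over all compounds plus 3 SD, cut at about 18% in these data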;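 further: higher means more holoenzyme dissociation and a rise in polarization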
Target sequence (P31323 whole entry, looked up, other chains not shown, the tested form may be a part): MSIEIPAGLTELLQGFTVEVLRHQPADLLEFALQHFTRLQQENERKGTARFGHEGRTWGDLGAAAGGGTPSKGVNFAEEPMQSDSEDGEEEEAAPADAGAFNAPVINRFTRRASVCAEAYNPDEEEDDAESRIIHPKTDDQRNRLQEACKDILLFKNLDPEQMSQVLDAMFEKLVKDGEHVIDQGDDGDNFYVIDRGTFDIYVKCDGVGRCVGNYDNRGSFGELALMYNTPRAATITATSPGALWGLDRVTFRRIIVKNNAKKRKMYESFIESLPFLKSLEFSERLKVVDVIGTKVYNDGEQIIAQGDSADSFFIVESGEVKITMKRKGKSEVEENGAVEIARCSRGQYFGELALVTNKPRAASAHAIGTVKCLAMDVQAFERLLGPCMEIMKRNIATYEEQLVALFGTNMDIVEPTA
DAGLB inh: diacylglycerol lipase beta (human) inhibition | Q8NCG7 | HEK293T DAGLB membrane lysate, EnzChek fluorogenic substrate | inhibition, % at 5.17 µM | 340,000 compounds, 0.059% hits | AID 504411; in the data active means inhibition above about 34%;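 further: 0% = enzyme with vehicle and 100% = wells lacking enzyme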
Target sequence (Q8NCG7 whole entry, looked up): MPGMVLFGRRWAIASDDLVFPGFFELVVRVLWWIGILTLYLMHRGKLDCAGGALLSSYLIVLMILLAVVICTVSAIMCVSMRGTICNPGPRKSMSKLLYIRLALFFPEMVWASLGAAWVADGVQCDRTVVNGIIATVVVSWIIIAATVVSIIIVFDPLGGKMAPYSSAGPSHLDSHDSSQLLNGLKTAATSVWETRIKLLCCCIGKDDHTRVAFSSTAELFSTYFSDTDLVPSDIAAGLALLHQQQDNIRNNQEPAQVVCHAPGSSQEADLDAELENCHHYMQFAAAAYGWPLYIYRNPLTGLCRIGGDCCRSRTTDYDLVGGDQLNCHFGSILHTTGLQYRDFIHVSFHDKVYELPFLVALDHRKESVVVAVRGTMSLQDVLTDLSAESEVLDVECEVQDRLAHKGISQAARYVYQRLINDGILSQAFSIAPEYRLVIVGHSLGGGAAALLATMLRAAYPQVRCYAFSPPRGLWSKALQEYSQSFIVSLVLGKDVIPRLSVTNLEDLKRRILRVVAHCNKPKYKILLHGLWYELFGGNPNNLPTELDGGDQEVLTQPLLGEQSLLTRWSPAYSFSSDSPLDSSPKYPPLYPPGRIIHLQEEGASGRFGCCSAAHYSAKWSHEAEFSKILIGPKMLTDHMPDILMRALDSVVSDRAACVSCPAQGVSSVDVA
Arrestin-AP2 inh: human beta-arrestin and AP2 interaction inhibition; FITC-arrestin peptide / GST-AP2 beads, flow cytometry; AP2 beta2 appendage carries R879A mutation; inhibition, % at 10 µM; 340,000 compounds, 0.31% hits;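 active means inhibition above a set limit, near 3 SD of compounds lacking own fluorescence, cut at about 54% in these data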;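 further: plate controls were DMSO wells for no effect and 5 µM unlabelled arrestin peptide for full effect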
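test system = AP2 appendage R879A on GSH beads | buffer or medium = PBS plus Tween 20 (0.05%) and BSA (0.1%) | incubation = 12 min plus 1 h, RT | detection = bead flow cytometry, FITC channel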
SR-BI HDL uptake: inhibitors of mouse SR-BI mediated HDL lipid uptake. Q61009. ldlA[mSR-BI] CHO cells, DiI-HDL uptake fluorescence, 3 h. 320,000 compounds, 0.96% hits. AID 488896. inhibition, % at 12.5 µM;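 active means mean replicate inhibition of at least 70% and a set share of replicates each scoring 70 or more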;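 further: 0% = median of neutral control wells and 100% = median of positive control wells; values of inactives mirror those of a sister screen read the other way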
RTF Ca sens inh: cardiac RTF calcium desensitization | AID 493244 | IANBD-labeled cardiac RTF, Ca2+ fluorescence | inhibition, % at 7.15 µM | 340,000 compounds, 0.12% hits | P19429+P45379;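 active means inhibition above the mean inhibition of all tested compounds plus 3 SD, cut at about 17% in these data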;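 further: assay run at fixed EC70 calcium of 1.6 mM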
Keap1 Nrf2 FP: Keap1-Nrf2 (human) interaction inhibition; Q14145; 340,000 compounds, 0.15% hits; inhibition, % at 9.4 µM; Keap1 Kelch-Nrf2 peptide fluorescence polarization, 1536-well; in the data active means inhibition above about 12%;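 further: human Keap1 Kelch domain with fluorescein labeled Nrf2 9mer peptide probe; 0% = neutral control wells and 100% = peptide positive control; higher means more block of Keap1 binding to Nrf2 peptide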
* marks the source's active call; other numbers are inactive results; . = no result given; & = joins results of further samples.

Molecule	SR-BI DiI-HDL act	NSD2 HMT inh	LANA DNA inh	PvdQ acylase	PKA-R2B act	DAGLB inh	Arrestin-AP2 inh	SR-BI HDL uptake	RTF Ca sens inh	Keap1 Nrf2 FP
Cc1ccc2[nH]c(C)c(CCNCc3cccnc3)c2c1	11	8	7.6	2	-4	-2	16	-11	-1	7
COC(=O)C1=C(c2ccc(OC(F)(F)F)cc2)C[C@@H]2CC[C@H]1N2C(=O)NC1CC1	5	.	-1.5	4	5	-1	21	-5	-11	-3
CCCCn1c(=O)c(C(=O)Nc2ccccc2Cl)c(O)c2ccccc21	-38	-7	1.7	9	-7	-1	18	38	2	-2
CCn1ccnc1CN1CCCC(C(=O)c2cccc(C(F)(F)F)c2)C1 (stereo unspecified)	-10	-5	-0.6	-5	8	-1	5	10	2	0
CN(C)CC(C(=O)Cc1ccccc1)c1ccccc1 (stereo unspecified)	16	6	-1.2	-13	-3	4	-9	-16	5	-5
COc1ccc(CC(C)NC2CCCCCC2)cc1 (stereo unspecified)	8	3	-1.1	16	4	1	8	-8	2	-1
COc1ccc2c(c1)C(NC(C)=O)CCc1cc(OC)c(OC)c(OC)c1-2 (stereo unspecified)	1	3	0.3	1	-11	-3	16	-1	0	-2
NCCCCCC(=O)OC1N=C(c2ccccc2Cl)c2cc(Br)ccc2NC1=O (stereo unspecified)	31	3	0.4	8	-6	3	9	-31	-6	-3
CCOc1ccc(CN2CCN(C(=O)Cc3ccccc3)CC2)cc1	19	-1	-1.8	-3	-7	2	-1	-19	2	-6
O=C(CN1CCCCC1)c1ccc2c(c1)OCO2	.	-3	0.9	-18	1	1	-3	.	-3	1
C[C@]12CC[C@H](O)CC1=CCC1C2CC[C@@]2(C)C1C[C@@H](O)[C@@H]2O (stereo partly specified)	8	-2	1.4	1	1	4	2	-8	-2	7
Oc1ccc(Cl)cc1CN1CCN(Cc2ccccc2)CC1	5	6	-0.6	13	1	-5	5	-5	7	-2
CCN1C(=O)NC(=O)C2(CCCC2)C1=O	22	28	2.3	0	-4	0	29	-22	-9	2
CC(=O)c1cc(C#N)c(N2CCN(C)CC2)nc1C	21	1	-0.9	6	-13	-5	39	-21	-1	1
CCOC(=O)c1c(C)n(COCCO)c2ccc(O)cc12	-21	-1	-1.2	10	6	-5	13	21	1	0
C=CCn1c(O)c(C(CC)=NCCCO)c(=O)[nH]c1=O	7	6	-1.4	-18	-9	-4	1	-7	-19	-5
CCC(C)(C)n1nnnc1C(c1cccs1)N1CC=C(c2ccc(F)cc2)CC1 (stereo unspecified)	-20	-4	-1.4	-5	-6	0	7	20	1	1
O=C1C(=O)c2cccc3cccc1c23	16	10	1.7	-15	0	1	3	-16	-13	1
Cc1cc(OCC(=O)OC(C)C)c2c3c(c(=O)oc2c1)CCCC3	-12	1	-0.1	-7	0	-22	-5	12	-14	-1
CN1C(=O)NC(=O)/C(=C/c2ccc([N+](=O)[O-])s2)C1=O	7	37	4.9	-5	-4	7	15	-7	-10	1

Molecule	SR-BI DiI-HDL act	NSD2 HMT inh	LANA DNA inh	PvdQ acylase	PKA-R2B act	DAGLB inh	Arrestin-AP2 inh	SR-BI HDL uptake	RTF Ca sens inh	Keap1 Nrf2 FP
CC(=O)CCC(C)=O	2	.	-2.7	-6	5	-2	18	-2	3	1
CC(C)(C)c1ccc(OC(=O)N2CCCCC2)cc1	1	-2	-1.3	-9	4	-7	11	-1	0	-4
O=C(CCN1CC1)OCCOC(=O)CCN1CC1	19	-1	-0.7	1	-2	1	3	-19	-2	-8
O=S(=O)(c1ccc(Cl)cc1Cl)N1CCCC1c1cccnc1 (stereo unspecified)	1	0	-1.0	29	0	-1	24	-1	7	-4
O=C(C(=O)N1CCOCC1)c1cn(Cc2ccc(F)cc2)c2ccccc12	-10	2	0.7	-15	-7	-1	-7	10	-6	-1
O=C(CCn1c(=O)oc2ccccc21)N1CCC2(CC1)OCCO2	27	5	-0.3	-8	4	-2	19	-27	-5	-3
CCN1CCN(S(=O)(=O)c2ccc(Cl)nc2)CC1	13	4	-0.9	-13	-1	3	0	-13	0	-1
c1ccc(C(c2ccccc2)c2cccnc2)cc1	25	1	-0.4	-7	-13	-2	3	-25	-2	-1
COc1cccc(N2C(=O)NC(=O)/C(=C/c3ccc4c(c3)Cc3ccccc3-4)C2=O)c1	3	.	4.0	2	1	0	-15	-3	-1	-1
CC(C)(C)c1ccc(CSc2cnn(C(C)(C)C)c(=O)c2Cl)cc1	7	.	0.4	-20	5	-9	6	-7	-1	0
Cc1ccccc1CN1CCN(C(=O)Cc2ccccc2)CC1	-3	-1	-0.1	-1	-10	-5	30	3	0	2
Cc1ccc(NC(=O)N2CC2)cc1NC(=O)N1CC1	15	-3	0.7	-8	-3	2	-11	-15	-9	0
CCOC(=O)c1c(/N=C/C2C(=O)NC(=S)NC2=O)sc2c1CCC2	3	11	-0.5	8	.	.	-2	-3	.	-35
O=C1NC(=O)C(Cc2ccccc2)C(=O)N1	-13	-1	0.5	13	3	-4	0	13	-5	0
COc1cc(C2SCC(=O)Nc3c2c(C)nn3-c2ccccc2)cc(OC)c1OC (stereo unspecified)	46	4	1.1	-10	-4	-1	6	-46	-7	-9
NP(=O)(OCC(F)(F)F)Oc1ccccc1 (stereo unspecified)	4	0	2.2	3	-9	-1	20	-4	-47	-2
O=C(NC(=C(Cl)Cl)P(=O)(c1ccccc1)c1ccccc1)c1ccccc1	-4	-1	-0.5	0	-5	-2	25	4	5	0
O=C(N/N=C\C1C(=O)NC(=S)N(c2ccccc2)C1=O)c1ccc(O)cc1 (stereo unspecified)	-7	-4	0.5	-1	-6	0	-8	7	1	3
CN1CCC(N(C)c2nc(-c3ccccc3)nc3ccccc23)CC1	-9	.	0.9	8	0	-3	6	9	1	4
Cc1cccc(N2CCN(CCc3ccccc3)CC2)c1C	19	1	1.6	3	-2	-16	16	-19	1	-5

Molecule	SR-BI DiI-HDL act	NSD2 HMT inh	LANA DNA inh	PvdQ acylase	PKA-R2B act	DAGLB inh	Arrestin-AP2 inh	SR-BI HDL uptake	RTF Ca sens inh	Keap1 Nrf2 FP
COc1ccc(-n2c(O)c(/C(C)=N/Nc3ccccc3)c(=O)[nH]c2=O)cc1	-20	-1	3.8	-10	-8	1	5	20	-4	-7
CC1CC=CCC12C(=O)NC(=S)NC2=O (stereo unspecified)	8	-2	-1.1	-14	3	-1	-25	-8	-6	-5
COc1ccc(CN2CCNCC2)c(OC)c1OC	15&7	.	2.2&0.9	-6&-7	-3&2	-2&2	-1&7	-15&-7	2&4	7&-6
CN1C(=O)C(=Cc2cccnc2)C(=O)N(C)C1=O	5	6	-0.6	-13	-6	0	10	-5	-1	-2
O=c1c2ccccc2nc(CNCc2ccco2)n1-c1ccc(F)cc1	16	1	-1.4	-3	-7	0	30	-16	-20	-1
C=C(c1ccccc1)P(=O)(O)O	19	-2	-1.0	-8	-2	1	-7	-19	-17	-8
CC(=NCCCn1ccnc1)c1c(O)n(C)c(=O)n(C)c1=O	38	3	0.9	-9	4	-2	-2	-38	-2	-1
Cc1cnc[nH]1	9	.	-2.1	-8	-3	2	-3	-9	-10	-1
C=CCNC(=O)c1c(N)n(Cc2ccco2)c2nc3ccccc3nc12	15	-13	2.7	-9	-11	5	-5	-15	-14	3
CC(C)N1CCC2(CC1)NC(CO)(CO)CO2	-1	1	-0.7	14	-3	2	20	1	8	1
C[N+]1(C)C2CCC1CC(OC(=O)c1ccccc1)C2 (stereo unspecified)	.	27	-0.8	-4	8	1	-5	.	-3	2
COC(=O)C1=C(c2cc3ccccc3s2)C[C@@H]2CC[C@H]1N2C(=O)NCCNC(C)=O	-8	.	0.3	-11	-1	3	3	8	-20	-5
O=C1CC=C2C3CC4N(CCC45c4cc(O)c(O)cc4N1C25)CC3=CCBr (stereo unspecified)	-13	107*	-2.9	-15	-3	-4	45	13	-5	1
O=C(CNC(=O)c1ccc(Cl)cc1)Nc1ccc(Br)cc1C(=O)c1ccccc1	1	-1	0.0	1	-6	-15	4	-1	-3	-4
Cc1nn(-c2ccccc2)c(Cl)c1C1C(C#N)=C(N)Oc2c1c(=O)oc1ccccc21 (stereo unspecified)	12	.	-2.1	-7	-10	-1	1	-12	-5	0
N#CC(C#N)=Cc1ccc(-c2ccccc2F)o1	20	0	2.3	-12	5	-5	-10	-20	-36	-3
CN(C(=O)Oc1ccc(C(C)(C)C)cc1)c1ccccc1	-18	1	1.4	2	-8	-8	10	18	-4	-3
Cn1c2ccccc2c2c(C(=O)N3CCC4(CC3)OCCO4)cn(C3CCCCC3)c(=O)c21	7	-5	0.4	-8	-7	0	0	-7	9	2
CCN1C(=O)CC(c2cccnc2)=Nc2ccccc21	5	-5	0.0	-7	2	0	-31	-5	3	-3
Cn1c(O)c(C=NCCN2CCNCC2)c(=O)n(C)c1=O	-10	-1	0.0	-10	-3	-2	0	10	-13	-5

Molecule	SR-BI DiI-HDL act	NSD2 HMT inh	LANA DNA inh	PvdQ acylase	PKA-R2B act	DAGLB inh	Arrestin-AP2 inh	SR-BI HDL uptake	RTF Ca sens inh	Keap1 Nrf2 FP
CCOC(=O)C1(CCOc2ccccc2)CCN(Cc2cccc(O)c2)CC1	23	4	0.1	-18	6	-3	10	-23	-8	-5
CCCCCn1c(=O)c(C(=O)NCCc2ccccc2)c(O)c2ccccc21	-75	0	1.9	-16	-1	-22	10	75*	-7	0
Cc1csc(=N)n1Cc1ccccc1	-18	.	1.1	-3	-5	0	42	18	4	3
COP(=O)(OC)C(Nc1ccccn1)c1ccccc1 (stereo unspecified)	58	29	-1.7	13	-7	0	10	-58	-7	-1
CCn1ccnc1CN1CCCC(C(=O)c2ccc(SC)cc2)C1 (stereo unspecified)	-17	3	-0.8	-8	0	2	7	17	-2	1
NS(=O)(=O)c1ccc(N2CCNCC2)cc1	19	0	-0.2	18	-8	-1	37	-19	7	0
CCCC1(CCC)C(=O)NC(=NCc2ccccc2)NC1=O	12	-5	-1.1	-1	1	0	1	-12	6	4
Cn1c(=O)cc(OCCCC(=O)N2CCC3(CC2)OCCO3)c2ccccc21	28	-1	0.1	-7	-5	-2	2	-28	-4	1
O=c1c2ccccc2nc(-c2ccc([N+](=O)[O-])cc2)n1-c1ccccc1	6	.	0.5	-8	2	3	-9	-6	-5	3
O[C@@H]1CCCC[C@H]1N1CCC(c2ccccc2)CC1	12	.	0.4	1	-10	2	13	-12	11	1
CC(C)=CCc1c(O)cc2c(c1O)C(=O)CC(c1ccc(O)cc1)O2 (stereo unspecified)	-26	.	0.0	12	-9	-3	6	26	2	-6
CCN[C@@H](C)Cc1cccc(C(F)(F)F)c1	7	.	1.2	-11	7	-2	0	-7	-2	1

These rows are one share of the data. The share of hits here may be higher or lower than overall.
